# Pf growth 48h: inhibits P. falciparum growth in the first generation, 48 h. P. falciparum luciferase growth in erythrocytes, 48 h. Potency, µM (top dose mostly 28.7 µM), inactives show at the highest dose activity change, negative = inhibition, usual class: inhibitors. hit rate 5.9% among 310,000. AID 504832; note: potency is the fitted concentration of half-maximal effect; % is set by controls: 0 for no effect and ±100 for the full control effect
#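 Luciferase-expressing parasites in RBCs, 2% Hct / 0.1% parasitemia final; RPMI 1640 + 0.5% Albumax; 37 C, 5% CO2, one generation; luminescence read-out, lower signal = inhibition.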
# Pf growth 96h: P. falciparum growth inhibition at 96 hour, primary screen for plastid delayed-death inhibitors. P. falciparum luciferase reporter growth, 96 h. Potency, µM (doses to about 28.7 µM), for the others: at the top dose activity change, negative = inhibition, actives largely listed as inhibitors. hit rate 6.9% among 320,000. AID 504834; note: potency is the fitted concentration of half-maximal effect; % is set by controls: 0 for no effect and ±100 for the full control effect
#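 Erythrocytes infected with luciferase-expressing P. falciparum were dispensed at 2% hematocrit and 0.05% parasitemia (final), then incubated with compounds 96 hours at 37 C in 5% CO2. Luminescence after detection reagent addition reported growth.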
# AMA1-RON2 inh: disrupts binding of P. falciparum AMA1 to RON2; AlphaScreen AMA1-biotinylated RON2 peptide binding; Potency, µM (highest dose often 58.2 µM), inactives show top-dose activity change, negative = inhibition, actives largely listed as inhibitors; hit rate 0.2% among 360,000;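 note: potency is the fitted concentration of half-maximal effect; 0% = vehicle wells and -100% = peptide control; nearly all actives have a fitted effect of over 45% in size; some results filed as inactive show a strong effect at the top dose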
#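 AMA1 (3D7) with his tag at 25 nM final met compounds first, then biotinylated RON2 peptide at 25 nM; detection used donor plus acceptor beads, 10 µg/mL apiece, read by AlphaScreen after 30 min at room temperature.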
# Tb PYK inh: T. brucei pyruvate kinase inhibition. Q57TT1. TbPYK enzyme, Kinase-Glo Plus ATP luminescence, 45 min. Potency, µM (titrated, usually from 76.8 µM), inactives show at the highest dose activity, negative = inhibition, hits mostly inhibitors. hit rate 0.12% among 410,000. AID 624173; note: potency is the fitted concentration of half-maximal effect; % is set by controls: 0 for no effect and ±100 for the full control effect; nearly all actives have a fitted effect of over 50% in size
#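 TbPYK + substrate in 50 mM TEA pH 7.2, 100 mM KCl, 10 mM MgCl2, 0.05% BSA, 0.01% Tween-20; cpd pinned; ADP 130 uM final; 45 min RT; Kinase-Glo Plus 10 min; luminescence endpoint.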
# Shiga toxin inh: Shiga toxin inhibition; Vero cells, Shiga toxin protein synthesis inhibition reporter; inhibition, % at 38.7 µM; hit rate 9.2% among 290,000; AID 2315; in the data active = inhibition mostly above about 28%, no sharp cut-off; inactive = mostly below about 43%; note: 0% is about no effect
# Cycloheximide cs: affects cycloheximide protein synthesis inhibition readout, counter-screen | cell reporter, cycloheximide protein synthesis inhibition counterscreen | max response, % | hit rate 12% among 300,000 | AID 2314; in the data active = max response mostly above about 13%, no sharp cut-off; inactive = mostly below about 14%; note: read at 38.3 µM for the half of the compounds with a filed dose; 0% is about no effect
# LmPK inh: blocks Leishmania mexicana pyruvate kinase activity | Q27686 | purified LmPK, Kinase-Glo ATP luminescence, 1 h | Potency, µM (titrated, usually from 57.5 µM), inactives show top-dose activity change, negative = inhibition, usual class: inhibitors | hit rate 0.37% among 290,000 | AID 1721; note: potency is the fitted concentration of half-maximal effect; % is set by controls: 0 for no effect and ±100 for the full control effect
# Target sequence (Q27686 whole entry, looked up): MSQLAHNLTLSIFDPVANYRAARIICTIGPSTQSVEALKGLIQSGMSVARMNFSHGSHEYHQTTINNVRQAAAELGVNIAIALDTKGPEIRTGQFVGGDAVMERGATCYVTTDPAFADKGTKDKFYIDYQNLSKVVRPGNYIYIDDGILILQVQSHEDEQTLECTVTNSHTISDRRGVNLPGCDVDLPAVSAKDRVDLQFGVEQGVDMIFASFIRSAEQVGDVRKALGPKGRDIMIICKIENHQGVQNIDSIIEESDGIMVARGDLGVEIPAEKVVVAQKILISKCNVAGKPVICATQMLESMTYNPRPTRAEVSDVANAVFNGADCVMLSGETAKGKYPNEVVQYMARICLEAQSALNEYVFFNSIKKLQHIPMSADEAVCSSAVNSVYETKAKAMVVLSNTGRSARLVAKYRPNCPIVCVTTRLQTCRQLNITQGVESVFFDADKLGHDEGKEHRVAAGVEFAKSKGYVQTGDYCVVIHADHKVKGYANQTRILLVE
#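 0.1 nM LmPK, 0.5 mM PEP, 0.1 mM ADP; 50 mM imidazole pH 7.2, 7 mM MgCl2, 50 mM KCl; 1 h RT. Kinase-Glo luminescence readout, normalized to no-enzyme (full inhibition) and uninhibited wells.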
# The depositor's hits bear a star; u = inconclusive; x = no result given; [ ] = remark or other dose. Unless noted, calls come from the whole dose curve; as a rule, active = well fitted curve in the direction sought with a large enough effect; inconclusive = small, poorly fitted or top-dose-only effect, or another doubt; inactive = no such curve, though single readings can be large; an effect the other way counts as inactive or inconclusive.
No.	Compound	Pf growth 48h	Pf growth 96h	AMA1-RON2 inh	Tb PYK inh	Shiga toxin inh	Cycloheximide cs	LmPK inh
1	CCCn1c(SCC(=O)Nc2cc(Cl)ccc2OC)n[nH]c1=O	x	u	0%	4%	-6	1	9%
2	COc1ccc([N+](=O)[O-])cc1NS(=O)(=O)c1cc(C(=O)N2CCN(C)CC2)ccc1OC	-1%	10%	4%[11.6 µM]	-8%	x	x	x
3	COc1ccc(NC(=O)CSc2ccccn2)c([N+](=O)[O-])c1	60%[activator]	33%[activator]	-11%	11%	102*	37*	0%
4	CCOC(=O)C1(C)NC(c2cc(OC)c(OC)c(OC)c2)C2C(=O)N(CC)C(=O)C21 (centres undefined)	0%	19%	-6%	-6%	-23	-2	-5%
5	S=C(c1ccccc1)N1CCCc2ccccc21	-16%	-2%	u	0%	-6	-2	3%
6	O=C(NCc1cccc2[nH]ccc12)C1CCC(=O)N(CCc2ccccc2)C1 (centres undefined)	-15%	u	-6%	1%	7	12	1%
7	COCCNCCCOc1ccc(Br)cc1Cl	-16%	u	-7%	5%	-1	-3	-8%
8	COc1cccc(CNC(=O)CNC(=S)N(Cc2ccccc2)Cc2ccccc2F)c1	12µM*	1%	-4%	-1%	4	-2	-2%
9	O=C(Cc1c(Cl)cccc1Cl)Nc1cccc(S(=O)(=O)N2CCOCC2)c1	-22%	u	-6%	1%	-9	17	11%
10	COC(=O)c1cc2ccsc2n1Cc1nc(-c2cccc(Cl)c2)oc1C	x	4.1µM*	-13%	-4%	-20	-6	12%
11	CCNc1nc2c(c(=O)[nH]c(=O)n2C)n1CCCc1ccccc1	22%	-15%	1%	3%	x	-2	1%
12	COC(=O)c1cn(-c2ccccc2)nc1-c1ccc(OC)cc1	-14%	-9%	12%	-3%	10	6	0%
13	Cc1[nH]c(C(=O)N/N=C/c2ccc(N(C)C)cc2)c(C)c1C(=O)N/N=C/c1ccc(N(C)C)cc1	34%[activator]	0%	-2%	-4%	2	16	11%
14	CC1(c2ccccc2Cl)NC(=O)N(CC(=O)N2CCN(S(=O)(=O)c3ccccc3)CC2)C1=O (centres undefined)	u	-2%	-3%	1%	x	x	x
15	Cc1cccc(-n2c(C)cc(C=C3C(=O)c4ccccc4C3=O)c2C)c1	-9%	11%	2%	1%	41	21*	-7%
16	S=C(c1ccc(OCc2ccccc2)cc1)N1CCCC1	35%[activator]	-10%	-9%	0%	39*	21*	0%
17	C=CCc1ccc(OCCCOc2ccc(C)c(C)c2)c(OC)c1	x	5%	116%[activator]	-3%	-5	-3	0%
18	Cc1[nH]c2ccc(C(=O)OC(C)C(=O)NC3(C#N)CCCCC3)cc2c1C (centres undefined)	u	-22%	-12%	-4%	x	x	x
19	CCCCC(=O)Nc1cccc(NC(=O)c2ccc(Br)o2)c1	-8%	15%	3%	-7%	16	15	0%
20	Cc1cc(C(=O)CCl)c(C)n1-c1ccon1	-16%	u	-15%	-22%	7	15	-8%
21	COc1cc(CC(=O)OCc2cccc([N+](=O)[O-])c2)cc(OC)c1OC	4%	4%	-11%	1%	14	-2	-1%
22	O=C(Nc1ccc(-c2nc3cc(NC(=O)c4cccs4)ccc3o2)cc1)c1cccs1	30%[activator]	u	-2%	-7%	-1	0	-8%
23	CC1=CC(C)(C)[N+](C)=CN1c1ccccc1	u	8.3µM*	4%	-2%	-8	-4	-7%
24	CCC(C)[C@H]1COCCS(=O)(=O)N1Cc1ccc(C)cc1 (some centres undefined)	60%[activator]	84%[activator]	0%	5%	-3	1	-1%
25	N#CCOC(=O)[C@H](Cc1ccccc1)N1C(=O)c2ccccc2C1=O	-14%	4%	-7%	1%	20	-2	11%
26	O=S(=O)(NCc1ccc2c(c1)OCO2)c1ccc(F)c(F)c1	10%	24%	11%	-4%	-8	1	2%
27	CCOc1ccc(Cl)cc1/C=N/NC(=O)c1ccccc1	35%[activator]	-20%	6%	1%	65*	29*	6%
28	COc1cc(C2c3c(oc4ccccc4c3=O)C(=O)N2c2nccs2)ccc1O (centres undefined)	-3%	-7%	7%	-6%	-4	1	9%
29	COCCn1c(SCC(=O)NC2CCCC2)nc2ccccc2c1=O	17%	-16%	0%	1%	x	x	x
30	O=C(NCc1cccnc1)C(=O)NCC1OCCCN1S(=O)(=O)c1ccccc1 (centres undefined)	-26%	15%	17%	-3%	-12	-2	-3%

# Entries shown so far that have fluorine (2):
No.	Compound	Pf growth 48h	Pf growth 96h	AMA1-RON2 inh	Tb PYK inh	Shiga toxin inh	Cycloheximide cs	LmPK inh
8	COc1cccc(CNC(=O)CNC(=S)N(Cc2ccccc2)Cc2ccccc2F)c1	12µM*	1%	-4%	-1%	4	-2	-2%
26	O=S(=O)(NCc1ccc2c(c1)OCO2)c1ccc(F)c(F)c1	10%	24%	11%	-4%	-8	1	2%

# Additional entries.
No.	Compound	Pf growth 48h	Pf growth 96h	AMA1-RON2 inh	Tb PYK inh	Shiga toxin inh	Cycloheximide cs	LmPK inh
31	COC(=O)c1ccccc1NC(=O)n1cc(C)cn1	-5%	-8%	u	3%	-9	1	-6%
32	COc1ccc2ccccc2c1/C=N/NC(=S)Nc1cc(S(=O)(=O)N2CCOCC2)ccc1N1CCOCC1	5.2µM*	1.7µM*	63%[activator]	-7%	-6	-2	1%
33	CNC(=O)c1cc(C(=O)c2ccc(Cl)cc2)c[nH]1	x	25%	u	-4%	56*	24*	-3%
34	Cc1cc(OCC(=O)N2CCC(C(N)=O)CC2)c2c(C)c(C)c(=O)oc2c1	-3%	-3%	0%	-5%	-4	-1	-9%
35	COC(=O)c1cc(COc2ccc3c4c(c(=O)oc3c2)CCC4)c(C)o1	x	-19%	x	x	-5	1	2%
36	CCCc1cc(=O)n2c(nc3ccccc32)[nH]1	u	x	-4%	-8%	37	18*	-10%
37	Cc1cc(C)c2cc(C#N)c(NCCOC(=O)c3ccccc3C)nc2c1	11%	u	58%[activator]	4%	-14	1	0%
38	O=C(O)Cc1cn(-c2ccccc2)nc1-c1ccccc1	35%[activator]	6%	-1%	3%	-22	-1	-3%
39	COC(=O)c1ccc(C2/C(=C(/O)c3ccc(OC)cc3)C(=O)C(=O)N2CC2CCCO2)cc1 (centres undefined)	5%	19%	-7%	0%	19	9	-2%
40	Cc1nn(CC(=O)NCCCN2CCCCC2)c(=O)c2cccn12	25%	u	-2%	2%	1	-3	0%
41	COc1ccc(NS(=O)(=O)c2ccc(O)c(C(=O)OCC(=O)N3CCCCC3)c2)cc1	15%	-8%	2%	2%	x	x	x
42	C/C(=N\Nc1nc(-c2ccccc2)cs1)c1cccs1	55%[activator]	-15%	-19%	u	118*	75*	-11%
43	Cc1cc(C(=O)NCc2ccc(S(N)(=O)=O)cc2)cs1	2%	83%[activator]	-2%	-1%	-13	-2	1%
44	CCc1cccc(C)c1NC(=S)NCC(c1cccnc1)N1CCOCC1 (centres undefined)	10%	8%	-3%[2.32 µM]	-2%	-10	-2	-1%
45	COc1cccc(CN2CCNC(=O)C2CC(=O)NCCN2CCCCC2=O)c1 (centres undefined)	10%	10µM*	0%	-14%	-6	1	1%
46	N#CCCN(C(=O)CN1C(=O)NC2(CCCC2)C1=O)c1ccccc1F	x	u	-4%	2%	-10	-5	5%
47	O=C(CSc1nnc(NC(=O)C2CC2)s1)Nc1ccc(F)cc1F	6%	1%	14%	1%	-7	-2	1%
48	COc1ccc(OCC(O)CN2CCN(c3ccc(Cl)cc3)CC2)cc1 (centres undefined)	-15%	5%	-6%	-2%	-14	1	-2%
49	Cc1ccc2nc(-c3ccc(O)c(O)c3)cn2c1	-114%	-2%	3.5µM*	-23%	x	-8	u
50	CC(=O)C1(C)OC(N)=C(C#N)C(c2ccccc2)C1(C#N)C#N (centres undefined)	7%	u	6%	-22%	-10	-2	0%
51	C#CCOc1ccc(C2C3=C(CC(C)(C)CC3=O)N(CC(=O)O)C3=C2C(=O)CC(C)(C)C3)cc1OC	-2%	u	0%	-8%	13	-1	1%
52	O=C(O)CN=CC1=C(O)CC(c2ccccc2)CC1=O (centres undefined)	-1%	u	85%[activator]	-6%	10	-1	0%
53	O=C(NCCC(=O)N1CCCCC1)c1ccc(Br)cc1	76%[activator]	75%[activator]	-4%	-5%	88*	56*	2%
54	CCN(CC)C(=O)Cn1cnc2sc(C(=O)N3CCN(c4ccc(OC)cc4)CC3)c(C)c2c1=O	x	u	1%	-17%	18	-2	3%
55	O=C(COc1cc(Cl)ccc1Cl)Nc1nnc(C2CC2)s1	6%	9%	18%	-14%	-2	1	-16%
56	CCOC(=O)N1CCC(NCCNC(=O)c2ccc(F)cc2)CC1	72%[activator]	37%[activator]	5%	2%	x	x	x

# An excerpt from above in order of heavy-atom count, falling.
No.	Compound	Pf growth 48h	Pf growth 96h	AMA1-RON2 inh	Tb PYK inh	Shiga toxin inh	Cycloheximide cs	LmPK inh
51	C#CCOc1ccc(C2C3=C(CC(C)(C)CC3=O)N(CC(=O)O)C3=C2C(=O)CC(C)(C)C3)cc1OC	-2%	u	0%	-8%	13	-1	1%
54	CCN(CC)C(=O)Cn1cnc2sc(C(=O)N3CCN(c4ccc(OC)cc4)CC3)c(C)c2c1=O	x	u	1%	-17%	18	-2	3%
39	COC(=O)c1ccc(C2/C(=C(/O)c3ccc(OC)cc3)C(=O)C(=O)N2CC2CCCO2)cc1 (centres undefined)	5%	19%	-7%	0%	19	9	-2%
41	COc1ccc(NS(=O)(=O)c2ccc(O)c(C(=O)OCC(=O)N3CCCCC3)c2)cc1	15%	-8%	2%	2%	x	x	x
45	COc1cccc(CN2CCNC(=O)C2CC(=O)NCCN2CCCCC2=O)c1 (centres undefined)	10%	10µM*	0%	-14%	-6	1	1%
44	CCc1cccc(C)c1NC(=S)NCC(c1cccnc1)N1CCOCC1 (centres undefined)	10%	8%	-3%[2.32 µM]	-2%	-10	-2	-1%
48	COc1ccc(OCC(O)CN2CCN(c3ccc(Cl)cc3)CC2)cc1 (centres undefined)	-15%	5%	-6%	-2%	-14	1	-2%
40	Cc1nn(CC(=O)NCCCN2CCCCC2)c(=O)c2cccn12	25%	u	-2%	2%	1	-3	0%
50	CC(=O)C1(C)OC(N)=C(C#N)C(c2ccccc2)C1(C#N)C#N (centres undefined)	7%	u	6%	-22%	-10	-2	0%
55	O=C(COc1cc(Cl)ccc1Cl)Nc1nnc(C2CC2)s1	6%	9%	18%	-14%	-2	1	-16%
52	O=C(O)CN=CC1=C(O)CC(c2ccccc2)CC1=O (centres undefined)	-1%	u	85%[activator]	-6%	10	-1	0%
49	Cc1ccc2nc(-c3ccc(O)c(O)c3)cn2c1	-114%	-2%	3.5µM*	-23%	x	-8	u
